SMARCA2 act: SMARCA2 function activation, primary screen | actives 1% (n = 370,000) | activation, % at 9.1 µM | MG213 cells, MMTV-luciferase reporter, dexamethasone, overnight; in the data active = activation above about 7.8%;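 also: 0% = vehicle wells and 100% = reference activator wells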
ADAM10 inh: inhibits human ADAM10. recombinant ADAM10, EDANS/DABCYL FRET peptide cleavage, 3 h. inhibition, % at 7 µM. actives 0.62% (n = 370,000). AID 720582;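 active = inhibition above a per-campaign cutoff equal to the mean of compounds falling between control-based bounds plus 3 SD, cut at about 20% in these data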;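 also: 0% = DMSO wells while the 100% control is not disclosed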
Target sequence (O14672 214-748 limits assumed): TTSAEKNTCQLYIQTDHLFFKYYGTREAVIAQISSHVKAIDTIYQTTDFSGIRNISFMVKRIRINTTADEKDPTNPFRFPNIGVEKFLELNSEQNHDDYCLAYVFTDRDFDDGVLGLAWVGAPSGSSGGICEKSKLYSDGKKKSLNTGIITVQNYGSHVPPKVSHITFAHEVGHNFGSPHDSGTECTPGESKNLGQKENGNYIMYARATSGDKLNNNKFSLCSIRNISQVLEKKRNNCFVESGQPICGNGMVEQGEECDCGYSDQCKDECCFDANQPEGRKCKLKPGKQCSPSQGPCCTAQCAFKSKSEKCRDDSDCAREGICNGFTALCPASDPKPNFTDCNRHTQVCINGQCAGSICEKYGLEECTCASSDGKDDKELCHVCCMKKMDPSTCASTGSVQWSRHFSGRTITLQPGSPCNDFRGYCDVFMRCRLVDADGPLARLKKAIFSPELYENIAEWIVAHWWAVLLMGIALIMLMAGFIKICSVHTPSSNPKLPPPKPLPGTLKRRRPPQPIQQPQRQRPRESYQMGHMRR
HGIII-sPLA2 inh: Blocks human group III sPLA2 activity; Q9NZ20; QFRET BODIPY PC-A2 liposome hydrolysis, fluorescence; inhibition, % at 12.2 µM; actives 0.56% (n = 370,000); AID 743126;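 active = inhibition above mean plus 3 SD of compounds lying within the high and low control bounds, cut at about 19% in these data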;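 also: 0% = median of test compound wells and 100% = no enzyme DMSO wells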
DAX1 inh-1: blocks DAX1 repression of SF-1 activated StAR promoter | HEK293T StAR-luciferase reporter, SF-1/DAX-1 repression relief | inhibition, % at 6.8 µM | actives 1.1% (n = 370,000) | AID 652010;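 active = inhibition above the mean over all tested compounds plus 3 SD, cut at about 3.6% in these data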;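 also: 0% = DAX-1 cells with DMSO and 100% = cells lacking DAX-1 with DMSO; higher inhibition means more luminescence from relief of DAX-1 repression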
NPR2 activator: GC-B (human) receptor activation; P20594; HEK293-GC-B cells, CNP EC30, cGMP TR-FRET; 0% at EC30 CNP, 100% saturating CNP; activation, % at 10 µM; actives 0.11% (n = 370,000);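 active = activation at 10 µM reaching about 35% in either raw or pattern-adjusted values, limit read from the data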
FXN GAA850 act: increases GAA850 frataxin promoter reporter activity | HEK293 lucGAA850 FXN promoter luciferase reporter, 24 h; percent of 10 µM SAHA response | activation, % at 6 µM | actives 0.56% (n = 360,000) | AID 540364;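 active = activation above the average of all compounds screened plus 3 SD, cutoff fixed separately per campaign, cut at about 7.5% in these data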;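 also: 0% = DMSO wells and 100% = 10 µM SAHA wells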
NPR1 activator: GC-A (human) enzyme activation; actives 0.14% (n = 370,000); AID 1671463; P16066; activation, % at 10 µM; HEK293 GC-A cells, cGMP TR-FRET, EC30 ANP; 0% at EC30 ANP, 100% saturating ANP; in the data active = activation above about 40%
hcDAF-12 act: activates DAF-12 receptor from parasite H. contortus | HEK293 hcDAF-12 lit1-tk-luc reporter, luminescence; 0% DMSO, 100% Δ7-dafachronic acid | activation, % at 6.8 µM | actives 1.4% (n = 370,000) | AID 652067;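 active = activation above the mean of all tested compounds plus 3 SD, cut at about 5.5% in these data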;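 also: 100% = response to 3 µM Δ7-dafachronic acid high control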
hgDAF-12 ag: agonists of H. glycines DAF-12 nuclear receptor | actives 1.8% (n = 370,000) | HEK293 GAL4-hgDAF12 UAS-luciferase reporter, agonist luminescence; normalized to butyrate control | activation, % at 6.8 µM;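 active = activation above a cutoff set at the mean of all screened compounds plus 3 SD, cut at about 10% in these data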;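 also: 0% = DMSO wells and 100% = sodium butyrate wells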
ssDAF-12 act: activators of S. stercoralis DAF-12 nuclear receptor; HEK293 ssDAF-12/GRIP1 lit1-tk-luc reporter, luminescence; % of 3 µM dafachronic acid response; activation, % at 6.8 µM; actives 1% (n = 370,000); AID 652126;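 active = activation above the mean over all tested compounds plus 3 SD, cut at about 0.9% in these data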;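 also: 0% = DMSO-only wells and 100% = 3 µM delta7-dafachronic acid wells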
DAX1 inh-2: inhibitors of human orphan nuclear receptor DAX1 (NR0B1). inhibition, % at 6.75 µM. HEK293 Gal4-DAX1 luciferase reporter, luminescence. AID 504766. actives 0.99% (n = 340,000);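 active = inhibition above the mean over all tested compounds plus 3 SD, cut at about 4.2% in these data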;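 also: 0% = DAX1-transfected cells with DMSO and 100% = empty-vector control cells with DMSO; inhibition shows as a rise in luminescence from relieved DAX1 repression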
Target sequence (P51843 207-470 limits assumed): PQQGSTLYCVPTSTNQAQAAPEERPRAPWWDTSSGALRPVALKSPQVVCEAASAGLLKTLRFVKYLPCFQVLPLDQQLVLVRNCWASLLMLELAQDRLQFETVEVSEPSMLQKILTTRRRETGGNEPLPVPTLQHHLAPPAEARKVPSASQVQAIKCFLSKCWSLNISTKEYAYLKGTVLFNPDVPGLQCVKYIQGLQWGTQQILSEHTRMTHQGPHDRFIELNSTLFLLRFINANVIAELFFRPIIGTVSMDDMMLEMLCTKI
Numbers without * were called inactive; / = not tested or not shown.

SMILES	SMARCA2 act	ADAM10 inh	HGIII-sPLA2 inh	DAX1 inh-1	NPR2 activator	FXN GAA850 act	NPR1 activator	hcDAF-12 act	hgDAF-12 ag	ssDAF-12 act	DAX1 inh-2
N#C/C(=C\C=C\c1ccccc1)C(=O)N1CCCC1	4	6	-2	-0.5	0	3.3	-3	0.4	1.1	-1.2	-0.5
CCOc1cc2[nH]c(=S)n(CCCN(CC)CC)c(=O)c2cc1OCC	5	-4	-2	1.1	3	1.7	10	0.2	1.5	-1.1	-1.0
NS(=O)(=O)c1ccc(CCNC(=O)c2cc(-c3cc(Cl)ccc3O)n[nH]2)cc1	-3	23*	-19	1.6	-6	-0.2	5	0.1	-0.4	-1.5	-0.8
CCN(/N=C/c1ccc(N(C)C)cc1)c1nc2ccccc2[nH]1	1	-10	15	-0.4	-5	-1.3	1	0.7	2.2	-0.7	-0.2
COc1cccc(/C=N/n2c(-c3cc(C)[nH]n3)n[nH]c2=S)c1O	-3	-2	3	-0.2	-9	0.7	-1	-0.3	-1.8	-1.2	-0.8
CCOC(=O)c1ccccc1NC(=O)COC(=O)CCNS(=O)(=O)c1ccccc1	-3	3	-13	-0.3	-8	0.7	-3	-0.2	0.9	-1.0	0.6
COc1cc(C)ccc1Oc1ccc([N+](=O)[O-])cc1	1	0	0	-1.7	-4	-0.8	5	-0.1	1.3	-1.5	-0.4
CCOc1ccc2[nH]c(C)c(CN3CCCCCC3)c(=O)c2c1	-1	-76	4	0.1	-2	1.6	0	-1.6	-1.7	-1.1	-1.0
C[C@H](NC(=O)COc1ccc(Cl)cc1)C(=O)N1CCC2(CC1)NCCc1[nH]cnc12	-1	4	-3	0.8	2	-0.5	-3	-1.9	-0.8	-0.9	0.5
O=C(/C=C/c1cccs1)NC(=S)NNC(=O)c1ccccc1O	-5	9	42*	-3.4	3	-5.5	2	-3.6	-15	-1.4	-3.4
CCCN(Cc1nc(-c2ccc(Cl)cc2)no1)CC1CCCO1 (centres undefined)	0	-2	-1	-0.7	-4	-0.3	-7	-1.2	1.1	-1.7	-0.2
CC(C)Cn1c(SCC(=O)Nc2cccnc2Cl)nnc1-c1ccco1	0	-2	-9	-1.7	2	-3.7	0	-0.7	0.4	-1.5	-0.3
Cc1ccc2nc(Cl)c(/C=N/n3c(C)nnc3C)cc2c1	6	-10	6	1.0	7	1.6	4	2.1	0.4	-1.1	0.3
O=C(CCl)N1c2ccccc2SCC1c1ccccc1 (centres undefined)	-5	-2	-3	-0.7	-3	-5.2	-13	-1.6	4.2	-1.0	0.8
Cn1c(/C=N/O)nc2ccccc21	0	-66	2	0.2	6	0.0	2	-0.2	1.2	-0.6	1.2
Cc1nc2cc(NS(=O)(=O)c3ccccc3)ccc2n1C	0	12	2	0.1	-1	-1.2	3	-1.1	-0.2	-1.2	-0.2
CCCCCCCCNC(=O)/C(C#N)=C/c1ccc2c(c1)OCCO2	3	4	-3	-0.1	-9	0.2	-1	1.0	1.6	-1.5	-1.6
CCCCCCCCNc1nc(Cl)nc(NCCN2CCOCC2)n1	1	-3	4	-0.1	9	-1.3	4	0.0	0.3	-1.1	0.2
COc1cc(CN2CCN(Cc3cccc(OC)c3OC)CC2)cc(OC)c1	-1	-6	-3	0.2	2	0.9	-3	-0.7	2.0	-1.2	0.4
COc1ccc(C(C)(O)c2nc(-c3ccc(Cl)cc3)cs2)cc1 (centres undefined)	-4	4	-5	-1.6	-2	1.2	1	-0.6	-2.4	-0.7	/

ADAM10 inh, entries above that show a hit.
mol	SMARCA2 act	ADAM10 inh	HGIII-sPLA2 inh	DAX1 inh-1	NPR2 activator	NPR1 activator	hcDAF-12 act	ssDAF-12 act	DAX1 inh-2
NS(=O)(=O)c1ccc(CCNC(=O)c2cc(-c3cc(Cl)ccc3O)n[nH]2)cc1	-3	23*	-19	1.6	-6	5	0.1	-1.5	-0.8

Carrying on.
SMILES	SMARCA2 act	ADAM10 inh	HGIII-sPLA2 inh	DAX1 inh-1	NPR2 activator	FXN GAA850 act	NPR1 activator	hcDAF-12 act	hgDAF-12 ag	ssDAF-12 act	DAX1 inh-2
CC(C)(CN1CCCC1)NS(=O)(=O)c1ccccc1	-2	0	12	0.1	3	0.8	1	-2.2	0.0	-1.2	-0.5
COc1ccc(CN(C(=O)c2oc3cc(C)c(C)cc3c2C)C2CCS(=O)(=O)C2)cc1OC (centres undefined)	-1	6	-7	1.0	-1	4.7	-4	-1.1	-2.7	-1.2	-0.2
CC1CCCCN1C(=O)COC(=O)c1ccc(N2CCCC2=O)cc1 (centres undefined)	0	0	-4	-0.9	4	0.7	3	-0.6	-0.6	-1.0	0.3
COC(=O)C1=C(C(=O)OC)[C@@H]2N(C)c3ccccc3[C@@]23C[C@@H](C(=O)OC)N(C(=O)c2ccco2)C3=N1	-1	-2	4	0.0	-12	-1.6	-7	-1.1	0.1	-1.2	-0.5
Cc1nc2cc(C(F)(F)F)ccc2n1C1CCN(CC(=O)N2CCOCC2)CC1	2	6	8	-0.6	2	3.2	-1	-1.3	2.9	-0.6	0.8
CSc1ccc(/C=N/NC(=O)c2cc(O)cc(O)c2)cc1	9.3*	-32	-16	1.3	-4	0.3	0	4.0	6.1	-0.8	0.7
Cc1ccccc1N(CC(=O)NCc1ccc2c(c1)OCO2)C(=O)C1CSC(=O)C1 (centres undefined)	-3	-14	4	0.5	6	-1.2	2	-1.7	1.1	-1.2	-0.3
CC(=O)c1ccc(NC(=O)Nc2ccc(NS(=O)(=O)c3ccc(C)cc3)cc2)cc1	-2	24*	-60	-1.3	-11	6.5	-3	-2.5	-2.0	-1.7	-1.5
COc1ccc(NC(=O)C2=C(C)NC(=O)NC2c2cccs2)c(OC)c1 (centres undefined)	2	3	4	0.9	6	0.2	4	-0.1	3.1	-1.0	1.4
Cc1[nH]c(=O)[nH]c(=O)c1S(=O)(=O)Nc1ccc(Oc2ccccc2)cc1	0	11	-12	-0.3	4	0.6	3	0.2	0.7	-1.3	0.1
O=c1[nH]nc(-c2ccccc2)cc1-c1ccccc1	1	-16	0	-0.1	0	4.1	3	-1.1	-2.6	-2.2	0.1
OCCOCCn1c2ccccc2c2ccccc21	-3	0	-10	0.1	-8	1.6	1	0.9	-2.0	-0.9	1.4
O=C(N/N=C\c1ccccn1)C1COc2cc3ccccc3cc2O1 (centres undefined)	0	6	-9	-0.8	-3	-0.1	2	0.1	0.5	-1.7	-1.1
COc1cccc(C(=O)Nc2cccc(OC(C)=O)c2)c1	3	2	8	2.2	-3	3.3	1	0.8	9.7	-1.2	0.8
CC(=C/c1ccccc1)/C=N/NC(=O)CSc1nc(C)cc(C)n1	1	-2	-7	-0.1	5	-1.5	2	-0.7	-0.4	-1.5	-0.3
Cc1ccccc1N/C(=N/S(=O)(=O)c1cc(F)ccc1F)c1ccccc1	0	3	-9	0.1	3	1.3	-4	0.1	-1.6	-0.6	0.5
Cc1cccc(-c2ccc([N+](=O)[O-])cc2CN2CCN(c3ncc(Cc4ccccc4)cn3)CC2)c1	-4	-1	7	1.0	-3	/	-3	0.3	4.0	-1.4	/
C[C@H]1CC[C@]2(O[C@H](CCO)C[C@@H](O)[C@@H]2O)O1	1	-7	7	0.2	-6	0.9	1	-0.3	1.8	-1.0	0.1
NS(=O)(=O)c1ccc(CCNC(=O)c2ccc3nccnc3c2)cc1	-3	-54	-3	-1.4	0	-0.2	4	0.3	1.5	-1.7	0.2
CC(C)c1cc(CN2CCOCC2)cc(C(C)C)c1O	4	14	1	0.2	0	0.3	-1	-0.3	-1.7	-0.8	-0.2

Continued; it opens with the 2 that closed the last part.
SMILES	SMARCA2 act	ADAM10 inh	HGIII-sPLA2 inh	DAX1 inh-1	NPR2 activator	FXN GAA850 act	NPR1 activator	hcDAF-12 act	hgDAF-12 ag	ssDAF-12 act	DAX1 inh-2
NS(=O)(=O)c1ccc(CCNC(=O)c2ccc3nccnc3c2)cc1	-3	-54	-3	-1.4	0	-0.2	4	0.3	1.5	-1.7	0.2
CC(C)c1cc(CN2CCOCC2)cc(C(C)C)c1O	4	14	1	0.2	0	0.3	-1	-0.3	-1.7	-0.8	-0.2
C=C(O[C@H]1[C@H](O)CC=C(C(=O)O)[C@@H]1O)C(=O)O	0	-1	3	0.3	-1	/	1	1.3	3.9	-0.9	/
COc1cc(Cl)c(C)cc1NC(=O)CNC(C)c1ccccc1OC (centres undefined)	-3	3	-3	-0.5	-4	1.8	-11	-0.9	-0.5	-1.9	0.5
CCCN(c1ccccc1F)S(=O)(=O)c1cc(-c2cc(C)no2)ccc1OC	-3	11	-18	-0.8	-2	-1.3	-9	-4.2	-0.3	-1.9	-0.4
COc1cccc(N2CCN(C(=O)c3cccn4c(=O)c5c(C)c(C)sc5nc34)CC2)c1	0	-2	0	-0.1	-1	1.2	2	-2.1	0.2	-1.3	-1.4
CCCOC(=O)c1sc2nc3c(cc2c1N)C(=O)CCC3	2	-7	5	0.7	12	-1.6	13	-1.9	1.2	-1.4	1.5
COCCCNC(=S)N(CCO)Cc1cc2cc3c(cc2[nH]c1=O)OCO3	3	-258	1	-0.1	4	0.4	0	-1.7	-0.5	-1.4	2.6
C=CCn1c(C)cc(C(=O)CSc2nnc(Cc3ccccc3)o2)c1C	-1	1	-10	-0.9	-4	2.6	0	-0.1	0.9	-1.3	1.6
COc1ccccc1NC(=O)CCCCCN1C(=O)c2cccc3cccc(c23)C1=O	0	-2	-3	0.1	-2	-1.2	-3	-1.3	0.2	-1.1	-1.1
CCc1ccc(NC(=O)Cn2ncn3c(cc4ccccc43)c2=O)cc1	-2	-16	-4	0.0	-3	0.2	5	0.2	0.1	-0.9	-0.2
COc1ccc(CNC(=O)c2csc3c2CCCC3)cc1	-1	5	-6	0.9	-1	1.2	3	1.2	1.4	-1.0	2.2
COCCNC(=O)c1ccc(Cn2c(=S)[nH]c3cc4c(cc3c2=O)OCO4)cc1	-4	-2	12	0.2	-2	2.9	-3	0.2	1.7	-1.8	2.0
Cc1ccc(SCC(=O)NCCc2ccccc2)cc1	1	5	1	-0.1	5	0.0	3	0.1	-1.1	1.7*	0.9
CCC(=O)Nc1nnc(SCC(=O)NCc2ccc3c(c2)OCO3)s1	3	-2	2	-0.8	-3	0.8	3	-0.6	-0.7	-0.7	-0.2
Cc1nnsc1C(=O)N1CCCC(Nc2ccc(C(C)C)cc2)C1 (centres undefined)	-1	-5	0	-0.3	0	-0.6	1	-1.6	1.0	-1.4	-0.2
CC1(c2ccc3c(c2)OCO3)NC(=O)N(CC(=O)Nc2ccc(N3CCOCC3)cc2)C1=O (centres undefined)	-3	8	3	-0.3	-1	-0.9	-1	1.3	2.5	-0.5	-0.2
CC(C)Cn1c(/C=C/c2ccco2)nc2ccccc21	-3	-63	2	-0.4	3	1.5	0	-0.6	-0.1	-0.5	0.2
CCN1CCN(c2nc3ccccc3nc2C(C#N)C(=O)OC2CCCCC2)CC1 (centres undefined)	-1	-37	3	-0.4	-7	4.0	5	0.3	1.7	0.0	-0.2
COC(=O)c1sc(NC(=O)c2ccc3c(c2)OCO3)c(C#N)c1C	-1	-9	7	0.8	4	0.0	3	0.1	2.4	-0.5	1.8
CCN1CCN(c2ccc(S(=O)(=O)N3CCCCC3)cc2NC(=O)c2ccc([N+](=O)[O-])o2)CC1	-4	-3	-9	-5.2	1	1.8	4	-2.3	-7.9	0.2	-2.0

Screening results (PubChem BioAssay)
